CRFBP-R2 agonist – CRF-BP/CRF-R2 complex agonism; HEK293 CRF-R2/CRF-BP, calcium dye fluorescence (FLIPR); percent of saturating CRF peptide response; activation, % at 13.2 µM; 350,000 compounds, 0.46% hits;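 active means activation of at least 50%, plus an integration ratio under a set limit after plate pattern correction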;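 further: plate controls were neutral control wells without compound for no effect and CRF at EC100 for full effect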
NS3 helicase inh – HCV NS3 helicase inhibition. NS3 helicase DNA unwinding, Cy5 molecular beacon fluorescence. inhibition, % at 10.9 µM. 290,000 compounds, 0.56% hits;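 active means inhibition above the mean of all tested compounds plus 3 SD, set per campaign, cut at about 35% in these data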;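 further: 0% = DMSO wells and 100% = thioflavine S control wells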
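Assay system – hepatitis C virus NS3 helicase domain fragment enzyme · Buffer or medium – MOPS pH 6.5, MgCl2, DTT, Tween20, BSA · Reagent – Cy5/quencher beacon DNA duplex and ATP to start · Compound – single 10.9 µM dose · Timing – 1 h at 25 °C · Technique – Cy5 beacon fluorescence read at start and 1 h · Measure – % inhibition of unwinding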
CRFBP-R2 block – blocks CRF-induced signaling of the CRF-BP/CRF-R2 complex | HEK293 CRF-R2/CRF-BP, CRF-induced calcium fluorescence | AID 588475 | 350,000 compounds, 0.59% hits | inhibition, % at 11.8 µM;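 active means inhibition of the ligand-induced calcium signal above about 50% at the single tested concentration, limit read from the data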
MEKK3 PB1 HTS – raises or lowers MEK5 binding to the human MEKK3 PB1 domain | bead-based flow cytometry, Alexa488-MEK5 binding to MEKK3; actives lie on both sides; 0 = blocked by unlabeled MEK5, 100 = vehicle | binding response (% of control), % at 10 µM | 290,000 compounds, 1.4% hits | AID 1529;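 active means binding response more than 3 SD above or below the average of its plate-row segment, actives on both sides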;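 further: Alexa488 bead fluorescence after subtracting the streptavidin-only scavenger bead signal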
Target sequence (Q99759 whole entry, looked up, the tested form may be a part): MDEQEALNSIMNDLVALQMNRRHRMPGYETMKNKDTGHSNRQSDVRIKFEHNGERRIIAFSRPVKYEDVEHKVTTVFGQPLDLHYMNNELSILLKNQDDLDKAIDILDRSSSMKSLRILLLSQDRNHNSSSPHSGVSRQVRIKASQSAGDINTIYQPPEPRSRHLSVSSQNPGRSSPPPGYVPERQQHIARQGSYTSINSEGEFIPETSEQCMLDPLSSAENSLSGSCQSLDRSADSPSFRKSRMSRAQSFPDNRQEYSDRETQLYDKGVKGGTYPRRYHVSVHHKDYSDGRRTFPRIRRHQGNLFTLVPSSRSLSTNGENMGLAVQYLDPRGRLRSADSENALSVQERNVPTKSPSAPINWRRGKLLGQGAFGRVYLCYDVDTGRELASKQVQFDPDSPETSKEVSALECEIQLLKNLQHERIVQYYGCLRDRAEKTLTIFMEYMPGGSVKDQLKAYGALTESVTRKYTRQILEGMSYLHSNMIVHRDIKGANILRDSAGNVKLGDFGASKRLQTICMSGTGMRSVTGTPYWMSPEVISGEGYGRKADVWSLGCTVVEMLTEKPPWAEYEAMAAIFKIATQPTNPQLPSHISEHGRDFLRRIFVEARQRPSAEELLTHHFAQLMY
UBC9 SUMO inh – blocks human SUMOylation mediated by UBC9; inhibition, % at 35 µM; 290,000 compounds, 0.36% hits; HTRF SUMOylation assay, SAE1/SAE2 + UBC9, in vitro; P63279; AID 2006; in the data active means inhibition above about 50%, passing the limit was not always enough; further: strong numbers were not always called active
Target sequence (P63279 whole entry, looked up): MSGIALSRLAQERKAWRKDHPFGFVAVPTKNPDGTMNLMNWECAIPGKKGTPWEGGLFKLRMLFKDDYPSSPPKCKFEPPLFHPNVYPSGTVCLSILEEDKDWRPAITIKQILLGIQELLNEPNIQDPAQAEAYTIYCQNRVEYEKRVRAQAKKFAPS
GalR3 antag – antagonists of human GalR3; O60755; 360,000 compounds, 0.44% hits; HEK293 GalR3-CNG cAMP membrane potential fluorescence; galR3 body fused to GalR1 C-terminus; inhibition, % at 3 µM;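 active means inhibition above the screen-wide average plus 3 SD, cut at about 13% in these data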;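 further: forskolin and galanin both at EC90 stimulate the cells; cAMP rise reported by CNG channel membrane potential dye signal; 0% = forskolin plus galanin with DMSO and 100% = forskolin alone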
MEKK2 WT-MEK5 – raises or lowers MEK5 binding to wildtype human MEKK2 PB1 domain; Q9Y2U5; bead flow cytometry, Alexa488-MEK5 binding to MEKK2 WT; actives lie on both sides; binding response (% of control), % at 10 µM; 290,000 compounds, 1.1% hits; AID 1531; in the data active means binding response below about 67% or above about 130%
MEKK2 mut-MEK5 – signal of MEK5 binding to mutant human MEKK2 PB1 domain; bead flow cytometry, Alexa488-MEK5 binding to MEKK2 mutant; percent response, % at 10 µM; 290,000 compounds, 0.35% hits; AID 1530; in the data active means percent response above about 24%, passing the limit was not always enough; further: inactives centre near 1; some results filed as inactive read as strong as hits; reference of the scale not given here
DNA FID counter – fluorescent intercalator displacement, NS3 helicase counter-screen. DNA fluorescent intercalator displacement, fluorescence. inhibition, % at 7.9 µM. 290,000 compounds, 0.17% hits; in the data active means inhibition above about 37%;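 further: 0% = vehicle and 100% = reference compound; higher means more ethidium bromide displaced from hairpin DNA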
Starred values were filed as active, the others as inactive; nt = not tested or not shown. The list is partial (hit frequency here may not be typical).

Values run as follows: CRFBP-R2 agonist	NS3 helicase inh	CRFBP-R2 block	MEKK3 PB1 HTS	UBC9 SUMO inh	GalR3 antag	MEKK2 WT-MEK5	MEKK2 mut-MEK5	DNA FID counter
COCC(=O)N1CCC(Oc2ccc(C(=O)NC(C)c3nc(C)sc3C)cc2)CC1 (centres undefined)
    0.6	-2.3	1.8	96.0	11.9	-10.5	95.0	-3.0	-31.0
Nc1nn(-c2cccc(F)n2)cc1-c1ccccc1
    -0.4	12.9	-8.2	111.0	0.0	-7.1	102.0	0.0	-3.6
COc1ccc(-c2cc(N)n(S(=O)(=O)Cc3ccccc3)n2)c(OC)c1
    -4.8	-2.1	17.3	96.0	0.8	0.1	96.0	-10.0	-5.8
Cc1cccc(NC(=O)CSc2cc(C(=O)c3nccn3C)c3ccccc3n2)c1
    -1.2	-5.9	-8.9	94.0	3.7	2.5	90.0	-2.0	1.4
C/C(=N\NC(=O)c1ccc(Cl)cc1)c1cccc(NC(=O)C(C)C)c1
    1.8	2.5	-32.6	100.0	-3.2	-4.9	104.0	5.0	-7.8
CN(C)c1ccc(-c2nnc(-c3ccccc3F)o2)cc1
    -0.1	1.4	4.0	104.0	31.3	-8.5	104.0	26.0*	-30.2
CCOc1cc(/C=N/NC(=O)Cn2nc([N+](=O)[O-])cc2C)cc(Br)c1OCc1ccccc1F
    4.5	0.4	-0.8	102.0	8.8	-3.3	103.0	0.0	-0.1
Cc1ccc(Nc2nc(Cl)c(C=O)s2)cc1Cl
    3.5	4.7	-22.6	99.0	9.2	-7.5	86.0	-7.0	3.5
O=C(O)COCC(=O)Nc1ccc(OCCc2ccccc2)cc1
    0.2	-3.9	-17.7	101.0	4.7	-8.0	99.0	4.0	-20.9
COc1cc(CC(=O)NC2CCCc3ccccc32)cc(OC)c1OC (centres undefined)
    0.4	5.9	0.7	100.0	7.8	-6.4	98.0	-2.0	-22.1
O=C(NCCCN1CCOCC1)c1cccc(NC(=O)c2ccccc2)c1
    0.2	6.6	10.6	108.0	nt	-5.5	114.0	8.0	-0.4
O=C1NC(=O)/C(=C/C(=O)N2CCOCC2)S1
    0.4	-1.0	-8.5	106.0	-7.3	-1.9	110.0	2.0	-0.6
COc1ccc(NC(=O)CSc2nc(N)c(-c3ccccc3)c(=O)[nH]2)cc1
    -0.8	-4.1	-10.7	90.0	13.9	1.6	92.0	-6.0	0.8
COC(=O)C1CSc2[nH]c(=O)sc2C1c1ccc(OC)c(OC)c1 (centres undefined)
    -0.5	16.2	-3.5	106.0	-1.8	3.5	107.0	4.0	-15.8
COc1ccccc1-c1c(NC(=O)c2ccco2)n(-c2ccccc2)nc(C)c1=O
    nt	13.0	nt	103.0	7.3	-4.1	102.0	0.0	-11.6

Some of the entries above, reformatted:
COC(=O)C1CSc2[nH]c(=O)sc2C1c1ccc(OC)c(OC)c1 (centres undefined)
- CRFBP-R2 agonist = -0.5
- NS3 helicase inh = 16.2
- CRFBP-R2 block = -3.5
- MEKK3 PB1 HTS = 106.0
- UBC9 SUMO inh = -1.8
- GalR3 antag = 3.5
- MEKK2 WT-MEK5 = 107.0
- MEKK2 mut-MEK5 = 4.0
- DNA FID counter = -15.8
COc1ccccc1-c1c(NC(=O)c2ccco2)n(-c2ccccc2)nc(C)c1=O
- CRFBP-R2 agonist = nt
- NS3 helicase inh = 13.0
- CRFBP-R2 block = nt
- MEKK3 PB1 HTS = 103.0
- UBC9 SUMO inh = 7.3
- GalR3 antag = -4.1
- MEKK2 WT-MEK5 = 102.0
- MEKK2 mut-MEK5 = 0.0
- DNA FID counter = -11.6

New compounds follow
Values run as follows: CRFBP-R2 agonist	NS3 helicase inh	CRFBP-R2 block	MEKK3 PB1 HTS	UBC9 SUMO inh	GalR3 antag	MEKK2 WT-MEK5	MEKK2 mut-MEK5	DNA FID counter
COc1ccc(NC(=O)CSc2nnnn2C)cc1
    1.7	2.2	-0.6	87.0	-3.2	-5.9	88.0	-13.0	-1.2
Cc1c(C(=O)NC(C)c2ccccc2)c(-c2ccccc2)nn1-c1ccccc1 (centres undefined)
    -1.7	-0.3	1.5	101.0	9.8	-5.5	99.0	5.0	-19.0
O=C(CNC(=S)N(Cc1ccccc1F)C1CCCCC1)NCCN1CCOCC1
    -3.4	-6.5	2.8	101.0	-0.7	-2.2	101.0	-4.0	22.1
O=C(COC(=O)c1cn(-c2ccccc2)nc1-c1ccccc1)Nc1ncc(Cl)cc1Cl
    2.1	12.6	-1.0	102.0	24.4	4.7	101.0	-2.0	-6.0
Cc1ccc(C(=O)N/N=c2\oc3ccccc3cc2C(N)=O)cc1
    -10.9	-12.4	15.3	107.0	17.2	-2.3	106.0	6.0	-28.9
COc1ccc(-n2nc3c(c2NC(=O)C(C)C)CSC3)cc1
    -0.4	6.2	12.3	99.0	15.0	-6.5	100.0	0.0	0.5
COc1cc(S(=O)(=O)Nc2ccc(Br)cc2)ccc1N
    -2.9	-14.6	-13.6	106.0	5.4	-2.2	108.0	7.0	1.8
CC(=O)N1N=C(c2ccc(C(C)(C)C)cc2)OC1(C)C
    -2.0	7.6	-37.2	100.0	-1.2	1.0	97.0	5.0	-1.5
COc1cc(/C=C(\C#N)C(=O)N2CCOCC2)ccc1OCc1ccccc1
    -0.3	5.9	-47.8	113.0	2.8	3.8	104.0	3.0	-14.6
Cc1ccccc1C(=O)N1CCC(C(=O)Nc2nccs2)CC1
    -2.7	5.2	-35.8	104.0	27.7	-0.8	101.0	-4.0	-7.6
CC(C)c1ccc(/C=C2\Oc3c(ccc(O)c3CN3CCN(C)CC3)C2=O)cc1
    47.4	-42.3	-42.5	104.0	42.3	-4.1	118.0	14.0	12.5
Clc1ccc(CSc2ccc(-c3ccco3)nn2)cc1
    0.2	3.4	-1.3	102.0	28.9	0.9	92.0	-10.0	-8.2
CCCC(C)NC(=O)Cn1c(=O)c2c(ncn2CCC(C)C)n(Cc2ccccc2)c1=O (centres undefined)
    -0.5	0.8	23.0	98.0	17.2	-9.7	94.0	-1.0	-43.5
Cn1c(O)c(C2=c3ccccc3=NC2=O)sc1=Nc1ccc(Cl)cc1
    -3.1	8.1	21.6	98.0	7.0	-3.2	91.0	-2.0	6.0
CCN(CC)S(=O)(=O)c1ccc2c(c1)c(=O)c(C(=O)N1CCc3ccccc3C1)cn2C
    -0.2	-10.3	-3.7	103.0	27.7	-1.3	97.0	-2.0	-23.5
O=C(NCCc1cn2ccsc2n1)C1CCCCC1
    -0.2	2.2	22.9	108.0	13.3	nt	110.0	11.0	-3.3
CC(C)(C)C1CCc2sc(-c3nnc(CCl)o3)cc2C1 (centres undefined)
    -1.0	-3.9	-16.9	113.0	17.2	-0.6	102.0	-2.0	-20.9
CC1CN/C(=C\C(=O)c2ccc(Br)cc2)C(=O)N1 (centres undefined)
    -0.6	-4.0	12.3	110.0	6.5	-1.7	112.0	3.0	-3.6
COc1cccc(C(C(=O)NC2CCCCC2)N(C(=O)c2csnn2)C2CC2)c1 (centres undefined)
    -0.8	1.3	0.1	100.0	8.2	-7.5	105.0	5.0	-31.7
Cc1cc(=O)oc2cc(OC(C)C(=O)NCC3CCCO3)ccc12 (centres undefined)
    1.1	6.0	7.2	104.0	13.8	-2.4	105.0	3.0	-5.0
CC(C)c1nnc(NC(=O)C2CCCN2C(=O)Nc2ccccc2F)s1 (centres undefined)
    -4.9	7.0	10.9	151.0*	15.1	-5.1	129.0	7.0	-6.8
CN1CCN(/C(=N\O)c2nonc2N)CC1
    0.7	-2.7	-2.1	112.0	-1.3	-3.1	108.0	1.0	-0.6
C=CCc1ccccc1OCC(=O)N/N=C/c1ccccc1OCC
    1.1	-7.3	-42.9	99.0	-8.1	0.8	100.0	-1.0	-15.6
c1ccc(Nc2nc(NCCN3CCOCC3)nc(Nc3ccccc3)n2)cc1
    -0.1	-38.6	-16.7	101.0	1.6	-5.3	111.0	5.0	-0.1
CC(=O)Nc1cccc(/C(C)=N/NS(=O)(=O)c2ccccc2)c1
    1.6	0.8	-16.9	98.0	15.8	1.2	98.0	0.0	-0.8
CN1CCN(CCCNC(=O)Cn2ncc3c4ccccc4n(C)c3c2=O)CC1
    -2.2	12.1	12.2	102.0	-0.1	-4.1	103.0	4.0	13.3
CN(C(N)=S)c1ccccc1
    3.4	-1.1	-11.2	95.0	0.2	0.4	97.0	-8.0	1.4
COc1ccc(-c2nnc(NC(=O)c3ccc(S(=O)(=O)N4CCCc5ccccc54)cc3)o2)cc1
    0.0	-0.8	1.9	nt	-45.0	nt	nt	nt	-1.3
CCCN(CCO)Cc1ccc(F)c(Br)c1
    -1.6	3.3	5.6	108.0	7.6	1.8	109.0	8.0	12.4
Oc1ccc(Nc2ncnc3c2oc2ccccc23)cc1
    -1.6	-0.5	4.3	99.0	-2.0	-8.8	102.0	-3.0	-3.1
O=C(CNCc1ccncc1)Nc1cc(S(=O)(=O)N2CCCCC2)ccc1Cl
    2.7	-13.9	11.4	105.0	-3.4	-0.5	91.0	8.0	-5.9
Nn1c(Cc2cccc3ccccc23)nnc1SCc1ccc(Cl)c(Cl)c1
    3.5	-15.8	-36.2	105.0	-50.2	-6.6	98.0	0.0	-22.6
Cc1cn(CCC(=O)Nc2ccccc2N2CCOCC2)c2ccccc12
    -0.4	6.5	-2.4	89.0	3.3	-2.8	84.0	-18.0	-25.5
COc1ccccc1NC(=O)c1ccc(NC(=O)c2ccco2)cc1
    -0.6	-7.2	6.3	96.0	-4.8	-9.9	94.0	-6.0	-18.3
COc1ccccc1N(C(=O)CNC(=O)c1ccco1)C(C(=O)NCC1CCCO1)c1ccccc1 (centres undefined)
    -2.5	7.1	3.2	103.0	8.4	-10.4	105.0	0.0	-33.1
Cc1cc(C)c2c(CN3CCCCC3)cc(=O)oc2c1
    -0.2	4.1	0.2	103.0	-12.9	-2.0	103.0	2.0	-12.3
CN(CC(=O)Nc1ccccc1)CC(=O)Nc1ccccc1Cl
    -1.6	-3.6	15.4	102.0	7.7	-8.4	101.0	6.0	-19.1
CCCCOc1ccc(/C=N/NC(=O)c2csc(C)c2C)cc1
    0.3	6.7	-18.5	104.0	-0.4	1.6	106.0	7.0	-8.4
COc1ccc(NC(=O)[C@H](NC(=O)[C@@H]2Cc3ccccc3CN2)c2ccccc2)cc1
    4.7	-14.6	-14.2	102.0	-18.1	-1.0	104.0	2.0	10.3
